Screening results deposited in PubChem BioAssay by National Center for Advancing Translational Sciences (NCATS).
ALOX12 inhib: inhibitors of human 12-lipoxygenase (ALOX12); P18054; purified 12-hLO, xylenol orange hydroperoxide absorbance; Potency, µM (highest dose often 57.1 µM), inactives show at the top dose activity change, negative = inhibition, actives largely listed as inhibitors; 0.12% of 150,000 active; AID 1452; note: potency is the fitted concentration of half-maximal effect; nearly all actives have a fitted effect of over 55% in size; many of its hits are not listed in these tables
Target sequence (P18054 whole entry, looked up): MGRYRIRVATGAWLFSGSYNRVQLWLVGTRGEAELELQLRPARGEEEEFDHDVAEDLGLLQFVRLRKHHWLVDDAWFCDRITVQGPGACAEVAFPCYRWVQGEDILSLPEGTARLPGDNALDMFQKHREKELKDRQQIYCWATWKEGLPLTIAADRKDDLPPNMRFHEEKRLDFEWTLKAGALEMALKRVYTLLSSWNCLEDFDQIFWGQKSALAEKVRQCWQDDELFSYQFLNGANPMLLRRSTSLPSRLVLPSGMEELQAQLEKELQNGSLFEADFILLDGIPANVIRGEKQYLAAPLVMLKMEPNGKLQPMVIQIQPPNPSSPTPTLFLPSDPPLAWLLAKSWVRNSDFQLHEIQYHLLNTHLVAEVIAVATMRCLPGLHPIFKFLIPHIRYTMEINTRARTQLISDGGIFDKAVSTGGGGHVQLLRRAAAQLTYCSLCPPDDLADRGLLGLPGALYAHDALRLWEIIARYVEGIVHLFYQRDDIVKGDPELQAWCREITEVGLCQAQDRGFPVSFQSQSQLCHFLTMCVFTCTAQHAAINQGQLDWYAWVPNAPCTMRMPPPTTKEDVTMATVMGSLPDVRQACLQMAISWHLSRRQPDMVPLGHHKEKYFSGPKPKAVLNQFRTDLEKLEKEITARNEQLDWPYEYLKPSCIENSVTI
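Hydroperoxide output read as Fe(III)-xylenol orange absorbance, 573-to-405 nm ratio, after 30 min reaction with 40 uM arachidonic acid. Enzyme: 150 nM purified human 12hLO, 15 min compound preincubation; 25 mM Hepes pH 7.0, room temperature.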
PNC inhibitor: perinucleolar compartment assembly inhibition; activity change (PNC), negative = inhibition, % at 10 µM; AID 2417; 3.1% of 140,000 active; PC3M PTB-GFP, PNC prevalence imaging, 16 h; hits give low values;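 active = readout at or below -70, meaning at least 70% loss of cells showing the perinucleolar compartment, a nuclear body marking cancer cells; inconclusive = readout between -30 and a set limit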;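 note: plate controls were DMSO wells for no effect and camptothecin positive control wells for full effect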
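PC3M cells stably expressing PTB-GFP, 750–1000 cells/well, treated 16 h at 37 °C with compound (23 nl of library stock), in duplicate. After paraformaldehyde fixation and Hoechst stain, imaged at 20x; PNC prevalence scored by image analysis.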
IMPase cell inh: IMPase inhibition in cells; AID 901; CHO-M1 cells, IP1 accumulation, HTRF TR-FRET ratio; P97697; inhibition (IP1 accumulation), % at 46.1 µM; 120,000 tested, under 10 active; active = well fitted curve in the direction sought with a large enough effect in the signal ratio, not every such curve was filed as active; inconclusive = small, poorly fitted or top-dose-only effect, or a change in a side signal; inactive = no such curve, though single readings can be large or run the other way; the % refers to the signal ratio;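 note: cells stimulated with carbachol in lithium chloride buffer; plate controls were DMSO basal wells for no effect and reference inhibitor wells for full effect; higher means more IMPase inhibition seen as more IP1 and lower FRET ratio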
Target sequence (P97697 whole entry, looked up): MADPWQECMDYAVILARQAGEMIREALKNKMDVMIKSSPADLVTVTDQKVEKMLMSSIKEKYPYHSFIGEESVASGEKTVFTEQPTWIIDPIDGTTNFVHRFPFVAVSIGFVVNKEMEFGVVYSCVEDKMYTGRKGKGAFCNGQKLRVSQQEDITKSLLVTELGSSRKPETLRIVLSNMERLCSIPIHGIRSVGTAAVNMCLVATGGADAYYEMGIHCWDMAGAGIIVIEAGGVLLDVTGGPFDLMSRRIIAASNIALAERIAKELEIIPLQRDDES
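In this qHTS, compounds (final up to 46 uM) act on CHO-M1 cells that are then activated through the M1 receptor with carbachol, in pH 7.4 buffer containing 50 mM LiCl, for 30 min. IP1 accumulation is quantified by the IP-One immunoassay.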
ALOX15B inhib: 15-hLO-2 (ALOX15B) enzyme inhibition; purified 15hLO-2, xylenol orange hydroperoxide absorbance; Potency, µM (doses to about 57.1 µM), for inactives: at the top dose activity change, negative = inhibition, actives largely listed as inhibitors; 0.56% of 110,000 active; AID 881; note: potency is the fitted concentration of half-maximal effect; nearly all actives have a fitted effect of over 60% in size; many of its hits are not listed in these tables
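Enzyme 50 nM, AA 45 uM, 25 mM Hepes pH 7.5 + 0.01% Triton X-100; cpd preinc 15 min RT, rxn 90 min RT; stop/detect with 200 uM XO + 300 uM Fe(II) in 50 mM H2SO4, 30 min; A573/A405.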
* = called active by the depositor; ? = inconclusive; nt = not tested or not shown; [ ] = another dose, or the depositor's remark. Unless noted, calls come from the whole dose curve; as a rule, active = well fitted curve in the direction sought with a large enough effect; inconclusive = small, poorly fitted or top-dose-only effect, or another doubt; inactive = no such curve, though single readings can be large; an effect the other way counts as inactive or inconclusive. Unless noted, % is set by controls: 0 for no effect and ±100 for the full control effect.

1	O=C(Nc1ncccn1)c1ccc(C(F)(F)F)cc1
2	CS(=O)(=O)Nc1ccc(C(=O)NCc2cccnc2)cc1
3	COc1cccc(C2/C(=C(/O)c3ccccc3)C(=O)C(=O)N2CCCC(=O)O)c1 (stereo not drawn)
4	CN(C)[C@@H]1C(=O)C(C(N)=O)=C(O)[C@@]2(O)C(=O)C3=C(O)c4c(O)ccc(Cl)c4[C@@H](O)[C@H]3C[C@@H]12
5	CC(O)c1nc2ccccc2n1Cc1ccc([N+](=O)[O-])cc1 (stereo not drawn)
6	COc1ccc2c(CC#N)c[nH]c2c1
7	O=C(/N=C1/c2ccccc2CN1c1ccccc1)Nc1ccccc1
8	COc1cc2c(cc1NC(=O)Nc1ccccc1)oc1ccccc12
screen / no. | 1 | 2 | 3 | 4 | 5 | 6 | 7 | 8
ALOX12 inhib | 5% | -6% | 9% | -1% | -1% | -11% | -1% | -4%
PNC inhibitor | 16 | 7 | 39 | 57 | 10 | -25 | -28 | ?
IMPase cell inh | nt | -1 | -19 | nt | nt | -6 | 5 | 2
ALOX15B inhib | nt | -5% | 28% | nt | nt | -8% | nt | -1%

9	Cc1occc1-c1nnc(SCc2cc(=O)n3cc(Br)ccc3n2)n1C
10	COc1cc(CN(C2CCCCC2C)S(=O)(=O)c2ccc(S(=O)(=O)NC3CC3)cc2)cc(OC)c1OC (stereo not drawn)
11	CCOc1ccc(S(=O)(=O)N2CCCC2)cc1
12	Cc1[nH]nc(-c2ccc(O)c(C)c2O)c1-c1cnn(-c2ccccc2)c1
13	Cc1ccc(C(=O)N2CC(C)SC2=Nc2cccc(S(=O)(=O)N(C)C)c2)cc1 (stereo not drawn)
14	O=C1CN2C(=Nc3ccc(Br)cc3C2c2ccccc2)CCN1 (stereo not drawn)
15	Cc1ccc(OCc2nnnn2-c2ccccc2)cc1
16	CC(C)NC(=O)Cn1c(SCC(=O)N2c3ccccc3CC2C)nc2ccccc21 (stereo not drawn)
screen / no. | 9 | 10 | 11 | 12 | 13 | 14 | 15 | 16
ALOX12 inhib | -5% | -1% | -2% | -24% | -6% | -5% | 0% | -4%
PNC inhibitor | 9 | -18 | 28 | -10 | 11 | ? | -5 | ?
IMPase cell inh | -9 | nt | 3 | 14 | 0 | -3 | -5 | 10
ALOX15B inhib | -13% | nt | -13% | 1% | nt | -4% | nt | 7%

17	COc1ccc(CN(CC(=O)NCc2ccco2)C(=O)CCC(=O)Nc2ccccn2)cc1
18	Fc1ccc(NC(=S)NCCc2ccccc2)c(F)c1F
19	COc1ccc(/C=N/NC(=O)C(=O)/C=C2\NC3(CCCC3)Cc3ccccc32)cc1
20	N#CCC(CNc1ncc(C(F)(F)F)cc1Cl)OC(=O)c1ccc(Cl)cc1Cl (stereo not drawn)
21	CCN1C(=O)NC(c2cc(Br)ccc2OC)C(C(=O)OC)=C1C (stereo not drawn)
22	Cc1ccc(S(=O)(=O)N(C)C)cc1NC(=O)/C=C/c1cccs1
23	Fc1ccccc1COc1ccc(/C=N/n2cnnc2)cc1
24	CCCCCCCC(=O)NN1CCOCC1
screen / no. | 17 | 18 | 19 | 20 | 21 | 22 | 23 | 24
ALOX12 inhib | -2% | 16µM* | -3% | -13% | 5% | 5% | 3% | 1%
PNC inhibitor | 1 | -19 | -21 | -19 | 154 | -119* | 19 | 23
IMPase cell inh | 8 | 1 | -3 | -5 | -2 | nt | 5 | -1
ALOX15B inhib | 5% | ? | nt | -2% | nt | nt | 2% | -6%

25	COc1ccc(C2c3cc(OC)c(OC)cc3CCN2C2CC(=O)N(c3ccccc3)C2=O)cc1OC (stereo not drawn)
26	COC(=O)c1ccc(C(NC(=O)c2ccco2)[C@]2(C)C[C@H]2C2CCCCC2)cc1 (stereo partly drawn)
27	CC(C)CCNC(=O)C1CCN(S(=O)(=O)c2ccc3c(c2)CCC(=O)N3)CC1
28	CCOc1cc(S(=O)(=O)N2CCC(Cc3ccccc3)CC2)c(OCC)cc1-n1cnnn1
29	NC1=NC(c2ccccc2Cl)n2c(nc3ccccc32)N1 (stereo not drawn)
30	OCCn1nc2c3ccccc3nc-2n(-c2ccccc2)c1=S
31	CCCCn1nnc(NC(=S)NC(=O)c2cccs2)n1
32	CCOC(=O)Cc1nnc(NC(=O)CSc2nnc3c4ccccc4n(C(C)C)c3n2)s1
screen / no. | 25 | 26 | 27 | 28 | 29 | 30 | 31 | 32
ALOX12 inhib | 3% | -4% | -1% | -4% | 10% | -6% | -15% | -2%
PNC inhibitor | 3 | nt | 24 | ? | 2 | 27 | 22 | -17
IMPase cell inh | -8 | nt | 8 | ? | 11 | 2 | 10 | ?
ALOX15B inhib | 1% | 10% | 0% | -2% | 13% | -23% | nt | 18%[2.29 µM]

Some of the entries so far, with values ahead of the structure:
nr	ALOX12 inhib	PNC inhibitor	IMPase cell inh	ALOX15B inhib	structure
32	-2%	-17	?	18%[2.29 µM]	CCOC(=O)Cc1nnc(NC(=O)CSc2nnc3c4ccccc4n(C(C)C)c3n2)s1
27	-1%	24	8	0%	CC(C)CCNC(=O)C1CCN(S(=O)(=O)c2ccc3c(c2)CCC(=O)N3)CC1
30	-6%	27	2	-23%	OCCn1nc2c3ccccc3nc-2n(-c2ccccc2)c1=S
26	-4%	nt	nt	10%	COC(=O)c1ccc(C(NC(=O)c2ccco2)[C@]2(C)C[C@H]2C2CCCCC2)cc1 (stereo partly drawn)

Continued.
33	Cc1cc2ncn(/N=C/c3ccc(-c4ccccc4)o3)c2cc1C
34	Cc1cc(-c2nnc(-c3ccccc3)c(-c3ccccc3)n2)c(C)o1
35	COCCOC(=O)C1=C(C)NC(=O)NC1c1c(F)cccc1Cl (stereo not drawn)
36	COC(=O)C1=C(C)N(c2ccc(Cl)cc2)/C(=C/c2cccs2)C1=O
37	CCOc1cc(/C=N/NC(=O)c2ccncc2)ccc1OS(C)(=O)=O
38	CCN(CC)CCNC(=O)c1cc2c(-c3ccc(Cl)cc3)nn(C)c2s1
39	CSc1nnc(-c2ccc(Cl)cc2Cl)o1
40	CSCCC(NS(=O)(=O)c1ccc(Cl)cc1)C(=O)OCc1cccc(Cl)c1 (stereo not drawn)
screen / no. | 33 | 34 | 35 | 36 | 37 | 38 | 39 | 40
ALOX12 inhib | -9% | -9% | -2% | -5% | 1% | 0% | 4% | -12%
PNC inhibitor | -9 | -4 | 15 | 55 | 13 | 4 | -2 | 8
IMPase cell inh | 2 | -8 | 2 | nt | nt | 1 | 3 | nt
ALOX15B inhib | 61%[activator] | ? | 4% | nt | nt | 20% | 3% | nt

41	CCC(OC(=O)c1cccs1)C(=O)NCc1ccco1 (stereo not drawn)
42	CCn1c(O)c(/C=N/NC(=O)c2ccncc2)c(=O)n(CC)c1=S
43	Cc1nnc2sc(-c3cccc4ccccc34)nn12
44	Cc1ccc(-c2nc(Nc3ccccc3)n[nH]2)cc1
45	COc1ccc(-n2c(-c3ccccc3)nc(=S)c3c2CCCC3)cc1
46	O=C(Nn1cnnc1)C(c1ccccc1)c1ccccc1
47	C=CCOc1ccc(CNc2nccs2)cc1OC
48	CCCCNC(=O)CCC(=O)NNc1nc2ccccc2c2nc(C)nn12
screen / no. | 41 | 42 | 43 | 44 | 45 | 46 | 47 | 48
ALOX12 inhib | 6% | 17% | -1% | 6% | -16% | -4% | 2% | -4%
PNC inhibitor | -101* | -9 | 27 | 22 | 12 | ? | -23 | ?
IMPase cell inh | 6 | -6 | -6 | 3 | 3 | 2 | 18 | nt
ALOX15B inhib | -1% | nt | 0% | 3% | -16% | -5% | nt | nt

The last four records of the part before lead into the next.
45	COc1ccc(-n2c(-c3ccccc3)nc(=S)c3c2CCCC3)cc1
46	O=C(Nn1cnnc1)C(c1ccccc1)c1ccccc1
47	C=CCOc1ccc(CNc2nccs2)cc1OC
48	CCCCNC(=O)CCC(=O)NNc1nc2ccccc2c2nc(C)nn12
49	COc1ccc(-n2c(SCC(=O)NNC(=O)c3ccccc3C)nnc2-c2ccncc2)cc1
50	COc1ccc(-c2cc(CCCC(=O)N3CCN(c4ccc(OC)cc4)CC3)no2)cc1
51	Cc1cc(Nc2ccc(C)c(Br)c2)n2nc(C)nc2n1
52	Fc1cccc(-n2c(-c3ccco3)nc3nc4ccccc4nc32)c1
53	COc1ccc(/C(O)=C2\C(=O)C(=O)N(CCN(C)C)C2c2cc(OC)c(OC)c(OC)c2)c(C)c1 (stereo not drawn)
54	COc1ccc(CCNC(=O)CSc2nc(O)c(C(C)C)c(=O)[nH]2)cc1OC
55	O=C(Nc1ccccc1C(=O)NCC1CCCO1)c1ccc(Cl)cc1Cl (stereo not drawn)
56	COc1cc2c(cc1OC)C(COc1ccc(F)cc1)N(C(=O)c1ccco1)CC2 (stereo not drawn)
screen / no. | 45 | 46 | 47 | 48 | 49 | 50 | 51 | 52 | 53 | 54 | 55 | 56
ALOX12 inhib | -16% | -4% | 2% | -4% | 0% | -4% | 1% | -8% | -2% | -2% | -4% | -1%
PNC inhibitor | 12 | ? | -23 | ? | 88 | ? | -26 | 10 | 31 | -22 | ? | ?
IMPase cell inh | 3 | 2 | 18 | nt | 3 | 2 | -3 | 1 | 0 | ? | -1 | 11
ALOX15B inhib | -16% | -5% | nt | nt | 3% | -3% | nt | -27% | -1% | nt | -5% | 3%

57	CC(Oc1ncnc2ccccc12)C(=O)Nc1cccc(S(=O)(=O)N2CCOCC2)c1 (stereo not drawn)
58	O=C(Nc1ccccc1)N1CCN(Cc2ccc3c(c2)OCO3)CC1
59	O=C1OCCN1C(=O)[C@H]1[C@H](c2ccc(Cl)cc2)C(c2ccc(F)cc2)=NN1c1ccc(Br)cc1
60	COc1ccc(NC(=O)Cn2c(=O)sc3ccccc32)cc1
61	CCOC(=O)CSc1nnc(CNC(=O)c2ccc(OC)cc2)n1C1CCCCC1
62	CN=C1SC(CC(=O)Nc2ccccc2F)C(=O)N1C (stereo not drawn)
63	O=C(CSc1ccc2nnc(-c3ccccn3)n2n1)Nc1ccc2c(c1)OCCO2
64	CCCN(CCO)CCCc1ccccc1
screen / no. | 57 | 58 | 59 | 60 | 61 | 62 | 63 | 64
ALOX12 inhib | -1% | 1% | -7%[0.00818 µM] | 0% | -3% | -5% | -1% | 4%
PNC inhibitor | -24 | 25 | nt | 5 | -12 | 14 | 16 | ?
IMPase cell inh | nt | -6 | nt | 11 | 9 | 2 | -1 | 4
ALOX15B inhib | nt | 17% | 5%[0.0915 µM] | -7% | -4% | -1% | -1% | -1%

65	COCCn1c(C)cc(C(=O)CSc2nc3ccccc3o2)c1C
66	COCCCNC(=O)/C=C/c1ccc(Cl)cc1Cl
67	O=C(CSc1nncn1-c1ccccc1)Nc1cccc(S(=O)(=O)N2CCCCC2)c1
68	COc1ccc(-c2nn(-c3ccccc3)cc2CO)cc1
69	CC(C)Cc1oc(C(=O)O)cc1CN
70	CCC(=O)Nc1cccc(SC)c1
71	COc1ccccc1-c1cc(C(=O)N/N=C/C=C/c2ccccc2[N+](=O)[O-])c2ccccc2n1
72	CCN1CCN(CCNC(=O)CS(=O)(=O)Cc2nc(-c3ccc(C)cc3)oc2C)CC1
73	O=c1c([N+](=O)[O-])c(N2CCCCC2)c2ccccc2n1-c1ccccc1
74	COc1ccc(C2CC(c3c(O)cc(C)oc3=O)=NCCS2)c(OC)c1 (stereo not drawn)
screen / no. | 65 | 66 | 67 | 68 | 69 | 70 | 71 | 72 | 73 | 74
ALOX12 inhib | -4% | -1% | 0% | -4% | 2% | -1% | 0% | 0% | -2% | -21%
PNC inhibitor | -15 | -4 | -21 | 6 | 10 | ? | 0 | 38 | 8 | -114*
IMPase cell inh | 10 | -1 | nt | 5 | 7 | nt | -2 | -7 | -12 | 5
ALOX15B inhib | -3% | -1% | nt | 2% | -1% | nt | -6% | 9% | -7% | -1%

Some of the compounds tested; rates above refer to the full screens.
